HIV fusion peptide – inhibitors of HIV fusion peptide binding, primary screen, biochemical, uHTS, fluorescence dequenching (AID 1986). cell-free peptide binding, fluorescence dequenching, 30 min; higher % means a stronger effect. inhibition, % at 20 µM; hits with a dose series show IC50 in µM. 290,000 compounds, 0.3% hits; in the data active = inhibition mostly above about 52%, no sharp cut-off; inactive = mostly below about 76%; also: some results filed as inactive read as strong as hits
Yfh1-depleted yeast – enhancers of respiration in Yfh1-depleted yeast, dose response, Friedreich's ataxia, plus single-dose screen (AID 1465); S. cerevisiae Yfh1-off respiration, WST-1 reduction, 72 h; higher fold induction means a stronger effect; one-dose fold induction at 50 µM; EC50 in µM for titrated hits; 220,000 compounds, 0.074% hits;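 active = fold induction of absorbance versus untreated yeast above a set limit, then at least 30% activation at any dose in follow-up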;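 also: activators that raise dye reduction in frataxin-depleted yeast; strong numbers were not always called active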
AID2073 – inhibitors of Mint1-CaV2.2 protein interaction, biochemical, HTRF (AID 2073); HTRF protein-protein interaction, Mint1-CaV2.2; higher % means a stronger effect; inhibition, % at 20 µM, or IC50 in µM where a hit was titrated; 290,000 compounds, 0.19% hits; in the data active = inhibition mostly above about 51%, no sharp cut-off; also: some results filed as inactive read as strong as hits
Insulin prom up – insulin promoter activators in MIN6 cells, imaging, high-content screening, mouse beta cells | MIN6 insulin promoter-GFP reporter; active compounds read high | z-score at 5 µM | 190,000 compounds, 0.3% hits | AID 1625, 2009;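 active = z-score above 3 at 5 µM with at least 500 cells counted in the well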
Autophagy HCS – autophagy modulators in MEF cells, primary screen, imaging, high-content, MEF GFP-LC3; MEF GFP-LC3 puncta imaging; test concentration mostly 10 µM; calls only at 10 µM (by protocol); 190,000 compounds, 0.98% hits;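 active = percentage of spot-positive cells more than 3 SD above its plate mean, without a fluorescence outlier flag or 80% toxicity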;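 also: spot-positive cell cutoff set from DMSO-treated cells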
MT stabilizer – microtubule stabilizers in HeLa cells, primary screen, imaging, high-content imaging; % tubulin-high responders, % at 10 µM; 200,000 compounds, 0.83% hits; HeLa tubulin immunostaining HCS, 24 h; share of cells brighter than vehicle mean+2SD; AID 2205, 2009;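 active = plate Z-score above 3 for both tubulin-high and condensed-nucleus cell shares, with cell loss under 80%, at 10 µM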;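 also: anti alpha tubulin signal scored within the nucleus-defined area of each cell; some results filed as inactive read as strong as hits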
bCat nuc transl – modulators of beta-catenin nuclear translocation, primary screen, imaging, HeLa cells, immunofluorescence, high-content; nuclear translocation activity, % at 5 µM; 190,000 compounds, 0.3% hits; AID 1665, 2009;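 active = nuclear translocation activity above 50% at 5 µM, with a well cell count of 50 or more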;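 also: per-cell ratio of nuclear to cytoplasmic median beta-catenin stain intensity; plate controls were DMSO negative control for no effect and GSK-3 inhibitor IX positive control for full effect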
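System: HeLa cells, endogenous beta-catenin; compound dosing: 5 µM primary single dose, 0.1% DMSO, 0.02–20 µM confirmation series; incubation: 24 h compound exposure at 37°C, 5% CO2; signal: beta-catenin immunofluorescence imaging with DAPI; evaluation: % activation, nuclear-to-cytoplasmic median beta-catenin signal ratio per cell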
WT yeast gro inh – growth inhibition of WT strain, primary screen, mitochondrial fusion inhibitor project, WT and mutant strains, chemical genetic; mitochondrial fusion phenotypic screen; inhibition, % at 10 µM; 190,000 compounds, 2.1% hits; in the data active = inhibition above about 58%; tested in S. cerevisiae
Dynein transport – inhibitors of GR-EGFP nuclear translocation, primary screen, dynein cargo transport inhibitor project, imaging, high-content, 3617.4 mouse cells; z-score, hits read low; 220,000 compounds, 0.47% hits; test concentration mostly 20 µM; stimulated with dexamethasone, 1 µM; active compounds read low;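 active = plate z-score of nuclear minus cytoplasmic receptor signal below a set negative limit, without overly bright fluorescence or cell loss, cut at about -3.5 in these data, passing the limit was not always enough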;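 also: z-score of nuclear minus cytoplasmic ring GR-EGFP intensity difference per well; some compounds called inactive have numbers as strong as hits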
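Buffer or medium: tet-free, stripped-serum medium; reagent: dexamethasone at 1.0 µM final, 30 min; incubation: 48 h induction, 1 h compound, 30 min dex at 37 °C; measured by: formaldehyde fixation, Hoechst nuclear stain, 10x automated fluorescence imaging; read-out: nuclear-to-cytoplasmic GR-EGFP distribution per well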
WT yeast gro inh mutant strain – second read-out of WT yeast gro inh, no call of its own (marks repeat the call); inhibition, %; mitochondrial fusion phenotypic screen, mutant strain inhibition
Dynein transport cytoplasmic EGFP – also measured in Dynein transport; calls as there; z-score; measured here: cytoplasmic GR-EGFP intensity; active compounds read high
Dynein transport nuclear GR-EGFP – also measured in Dynein transport; calls as there; z-score; measured here: nuclear GR-EGFP intensity;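 lower value marks the stronger effect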
Dynein transport cell count – second read-out of Dynein transport, no call of its own (marks repeat the call); z-score; measured here: cell count per field
Insulin prom up cell count – also measured in Insulin prom up; calls as there; cell count; measured here: cytotoxicity, nuclei count;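 total cells summed across four imaged fields per well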
bCat nuc transl cell count 5 µM – recorded beside bCat nuc transl, whose call it bears; cell count; measured here: cell count, cytotoxicity flag
MT stabilizer Hoechst-high % – recorded beside MT stabilizer, whose call it bears; % Hoechst-high responders; measured here: nuclear condensation Hoechst responders;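 share of cells brighter than vehicle mean plus two SD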
MT stabilizer cytotoxicity % – second read-out of MT stabilizer, no call of its own (marks repeat the call); toxicity, %; measured here: cytotoxicity by cell density;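 0% = mean cell density of plate MIN control wells and 100% = no cells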
Autophagy HCS cell loss 18 h – further read-out of Autophagy HCS, marked with its call; toxicity, %; measured here: cell loss, nuclei count;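 cell loss after 18 h compound exposure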
* marks the source's active call; other numbers are inactive results; i = inactive; . = no result given. Not a hit list. About 4.2% of those tested had a hit in this group.

SMILES	HIV fusion peptide	Yfh1-depleted yeast	AID2073	Insulin prom up	Insulin prom up cell count	Autophagy HCS	Autophagy HCS cell loss 18 h	MT stabilizer	MT stabilizer Hoechst-high %	MT stabilizer cytotoxicity %	bCat nuc transl	bCat nuc transl cell count 5 µM	WT yeast gro inh	WT yeast gro inh mutant strain	Dynein transport	Dynein transport cytoplasmic EGFP	Dynein transport nuclear GR-EGFP	Dynein transport cell count
COc1ccc(N2C(=O)C3CCCN3C2c2cccc(OC)c2)cc1 (stereo not drawn)	1.2%	i	-1.0%	0.18	1004	i	0.0	2.7	2.7	4.5	.	.	-12.2	-0.2	-0.359	-0.207	-0.152	0.464
CC(C)NC(=O)COC(=O)/C=C/c1ccco1	30.2%	i	9.71µM*	0.63	1341	i	-6.9	4.6	3.3	10.9	.	.	-5.0	-0.1	-0.456	-0.0384	-0.321	0.523
O=C(COC(=O)CSc1cccc2cccc(Cl)c12)Nc1ncc(C(F)(F)F)cc1Cl	2.3%	i	22.2%	0.61	1486	i	6.9	5.4	2.2	9.4	0.6	968	10.0	-1.6	-0.365	-0.157	-0.14	0.581
CC(=O)N1CCC(N(CCN2CCOCC2)C(=S)Nc2ccc(C)c(C)c2)CC1	-0.9%	i	-0.5%	-1.21	1169	i	3.8	1.7	2.8	4.5	-1.0	938	6.6	3.6	-0.338	0.0836	-0.378	0.881
NC(=O)Cn1c(=O)n(C2CCCCC2)c(=O)c2c3c(sc21)CCCCC3	-2.7%	i	-3.3%	0.06	1440	i	-2.5	4.2	3.5	7.2	0.6	1043	2.9	13.2	1.62	-0.23	0.989	-1.46
CC1(C)CC2CC(C)(CN2S(=O)(=O)c2ccc(C(=O)Nc3cccc(S(=O)(=O)N4CCOCC4)c3)cc2)C1 (stereo not drawn)	-3.0%	i	12.4%	0.7	736	i	-6.9	2.5	6.9	10.1	.	.	1.2	-6.7	1.12	-0.159	0.199	-0.95
O=C(CSc1nc2ccsc2c(=O)n1NC(=O)c1ccccc1)NCc1ccco1	8.0%	i	0.8%	.	.	i	21.2	6.7	1.2	6.8	.	.	5.8	-9.6	-0.151	-0.22	0.247	0.356
Cc1cc(NC(=O)CC23CC4CC(C2)CC(CC(=O)Nc2cc(C)on2)(C4)C3)no1	3.1%	i	3.8%	1.92	1217	i	1.2	1.4	2.1	3.9	.	.	-9.8	2.9	-0.212	-0.225	-0.034	-0.0268
Cc1cc(C)c(-c2csc(NC(=O)c3n[nH]c(=O)c4ccccc34)n2)c(C)c1	8.6%	i	11.7%	-0.11	1116	i	-1.4	6.4	3.3	7.1	-1.7	1066	0.3	-2.2	-0.991	-0.267	-0.441	0.449
CCCCN(CCCC)S(=O)(=O)c1ccc(N2CCCC2=O)c([N+](=O)[O-])c1	.	i	.	.	.	i	-32.7	2.5	1.7	10.5	.	.	.	.	0.715	0.0852	0.691	0.552
COc1cc(/C=N/O)ccc1OCc1ccc(C(=O)O)cc1	3.9%	i	-2.3%	.	.	i	11.5	2.6	1.5	6.4	2.7	438	-0.7	7.1	-1.26	-0.299	-0.0202	0.685
COc1ccc(-c2c3c(nc4sc5c(=O)[nH]c(C)nc5c24)CCC3)cc1	-3.3%	i	18.3%	-3.97	1347	i	29.4	2.4	0.8	0.3	3.1	1136	6.7	22.2	-0.758	-0.447	-0.194	0.341
CC(C)CCNC(=O)c1cnn2c(C(F)(F)F)cc(-c3ccco3)nc12	-2.5%	i	14.3%	-1.38	1032	i	-3.2	1.7	1.5	7.5	2.8	1372	-2.7	9.6	0.00517	-0.232	0.166	0.527
COc1cc2c(=O)n(CCCN3CCOCC3)c(=S)[nH]c2c(OC)c1OC	0.1%	i	-5.3%	0.29	1442	i	5.6	2.4	2.7	12.2	0.2	1194	8.1	5.1	-0.0666	-0.23	0.112	0.135
N#CC1=C(N)N(c2ccccc2)C2=C(C(=O)CCC2)C1c1ccccc1 (stereo not drawn)	16.0%	i	2.0%	.	.	i	-3.4	1.5	1.6	6.8	-0.5	520	-15.3	-1.0	0.349	-0.184	0.454	-0.392
Cn1cc(C(=O)Nc2ccc3c(c2)CCC3)cn1	-0.7%	i	-7.5%	-0.12	1247	i	-0.6	2.8	3.0	6.5	-2.1	522	-2.4	-0.8	-0.18	-0.231	0.67	-0.287
CCOC(=O)c1ccc(N2CCCCC2)c(NS(=O)(=O)c2ccc(C)cc2)c1	0.6%	i	10.8%	-1.75	915	.	.	.	.	.	0.7	1291	.	.	-0.288	0.429	-0.143	-0.706
O=S(=O)(CCN(CCS(=O)(=O)C(F)(F)F)CC1CCCO1)C(F)(F)F (stereo not drawn)	7.4%	i	-2.8%	2.02	1014	i	-8.7	2.0	2.0	5.2	1.3	1181	-5.2	-0.5	-4.11*	3.73*	-1.27*	0.52*
CC(=O)Nc1ccc(NC(=O)CN(C)CC(=O)Nc2ccccc2Br)cc1	4.3%	i	-7.5%	0.13	1172	i	10.5	1.4	2.9	8.8	-1.2	1061	12.4	16.4	0.0485	-0.304	0.856	-0.385
CCN1CCc2c(C#N)c(NCc3ccccc3)nc(NCCO)c2C1	-0.8%	i	23.7%	-0.56	1045	i	9.2	2.7	0.8	2.5	-2.3	825	2.5	-4.4	-0.506	-0.456	0.103	0.0985
CC(OC(=O)c1ccccc1Nc1ccc(SC(F)F)cc1)C(N)=O (stereo not drawn)	-3.2%	i	11.9%	-0.53	1209	i	6.8	1.5	2.2	2.5	.	.	80.9*	54.0*	0.466	-0.293	-0.184	-0.16
O=C(CN1C(=O)S/C(=C\C=C\c2ccccc2)C1=O)Nc1ccc(C(=O)O)cc1	32.5%	i	-1.2%	-0.3	1393	.	.	.	.	.	3.5	921	.	.	1.78	-0.243	0.804	-1.22
Fc1ccccc1NC(=S)N1CCCCC1	-2.1%	i	-19.5%	.	.	i	0.5	5.2	2.1	0.2	1.1	877	-10.2	-12.6	-0.625	-0.274	-0.414	0.136
O=C(COc1ccccc1)Nc1ccc(S(=O)(=O)NCc2ccco2)cc1	4.1%	i	5.9%	0.57	1344	i	3.7	4.9	2.5	3.3	0.9	897	16.1	12.5	-0.404	-0.159	0.0627	-0.732
CCC(Sc1nc2c(c(=O)n1CC)SC(C)C2)C(=O)OC (stereo not drawn)	-0.1%	i	1.6%	2.05	1960	i	-2.1	7.4	2.6	7.0	-1.8	1130	15.4	18.3	-0.63	-0.17	-0.339	0.192

Next section:
SMILES	HIV fusion peptide	Yfh1-depleted yeast	AID2073	Insulin prom up	Insulin prom up cell count	Autophagy HCS	Autophagy HCS cell loss 18 h	MT stabilizer	MT stabilizer Hoechst-high %	MT stabilizer cytotoxicity %	bCat nuc transl	bCat nuc transl cell count 5 µM	WT yeast gro inh	WT yeast gro inh mutant strain	Dynein transport	Dynein transport cytoplasmic EGFP	Dynein transport nuclear GR-EGFP	Dynein transport cell count
Cc1cccc(NC(=O)CC(C)(C)C)c1	-2.3%	i	-1.5%	-0.05	1282	i	2.2	4.0	1.3	1.1	.	.	-3.0	-4.4	-0.362	-0.282	-0.894	1.39
COc1ccc(-c2cc(C(F)(F)F)nc(SCCC(=O)N3CCCC3)n2)cc1	1.3%	i	-10.6%	.	.	i	16.3	2.6	2.1	7.7	-1.0	1152	-5.3	3.5	-0.252	-0.243	-0.0534	1.76
COc1ccc(Cl)cc1NC(=O)c1cnc2sccn2c1=O	-1.2%	i	25.8%	0.16	1941	i	-17.9	1.7	2.3	11.4	-3.8	1152	11.4	2.4	0.973	-0.14	0.792	-0.735
Cc1ccccc1NC(=O)c1ccc(S(=O)(=O)N(C)C)cc1	-1.6%	i	10.5%	-0.08	1097	i	-0.8	4.2	2.8	3.0	-2.4	1215	11.3	3.4	1.09	-0.17	0.943	-0.332
Cc1ccc(NC(=O)CN(C)CC(=O)Nc2ccc(N3CCOCC3)cc2)cc1F	-1.5%	i	-6.7%	-0.79	1588	i	-4.6	3.3	3.2	8.7	-0.2	983	-8.0	11.5	0.991	-0.316	0.937	0.634
O=C(CSc1ccc2nnc(-c3ccccn3)n2n1)Nc1nccs1	-3.4%	i	10.3%	-0.69	1297	i	-0.9	2.4	2.0	1.6	1.7	1065	-17.6	-2.1	-0.33	-0.138	-0.214	-0.595
O=C(N1CCOCC1)n1cnc2ccccc21	2.1%	i	9.1%	0.15	1195	i	3.3	4.7	2.1	5.9	-1.5	1129	-14.7	16.8	1.56	-0.163	1.06	-1.55
COc1ccc2c(C)nc(Nc3nc(C)cc(C)n3)nc2c1	0.7%	i	4.5%	-0.49	1298	i	0.9	4.3	2.6	1.4	2.1	1178	18.3	-12.1	1.58	-0.18	0.861	-0.824
Cc1nn(C(=O)/C(C#N)=C/N(C)C)c(C)c1C	-1.7%	i	7.7%	0.21	1164	i	3.2	1.9	2.1	0.7	-2.3	1069	6.2	11.8	0.625	-0.125	0.27	-1.36
Cc1sc(N/N=C/c2cccnc2)nc1-c1ccccc1	-0.6%	i	-2.2%	-0.7	1309	i	-25.8	3.6	1.7	6.3	1.4	1470	-8.8	-8.6	-0.598	0.287	0.468	0.639
COc1ccnc(-n2cccc2/C=N/O)c1C#N	0.2%	i	8.0%	0.41	1503	i	5.8	1.9	1.0	2.3	-5.2	1030	7.6	5.2	-0.114	-0.246	-0.147	0.392
Cc1ccc(OCCCCN(C)Cc2ccccc2)c(Br)c1	-1.2%	i	-2.8%	-0.37	1356	i	6.0	3.0	3.0	5.7	-3.3	575	57.6	60.8	-0.13	-0.334	-0.36	0.382

Screening data: PubChem BioAssay, several laboratories
